PABP1 MLLE inh: blocks PAM2 peptide binding to the PABP1 MLLE domain | AID 588489 | inhibition, % at 20 µM | GST-MLLE / FITC-PAM2 fluorescence polarization | 360,000 tested, 0.36% active; in the data active = inhibition above about 35%, passing the limit was not always enough;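 note: plate controls were DMSO wells with GST-MLLE for no effect and wells lacking GST-MLLE protein for full effect; some results filed as inactive read as strong as hits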
Target sequence (P11940 whole entry, looked up, the tested form may be a part): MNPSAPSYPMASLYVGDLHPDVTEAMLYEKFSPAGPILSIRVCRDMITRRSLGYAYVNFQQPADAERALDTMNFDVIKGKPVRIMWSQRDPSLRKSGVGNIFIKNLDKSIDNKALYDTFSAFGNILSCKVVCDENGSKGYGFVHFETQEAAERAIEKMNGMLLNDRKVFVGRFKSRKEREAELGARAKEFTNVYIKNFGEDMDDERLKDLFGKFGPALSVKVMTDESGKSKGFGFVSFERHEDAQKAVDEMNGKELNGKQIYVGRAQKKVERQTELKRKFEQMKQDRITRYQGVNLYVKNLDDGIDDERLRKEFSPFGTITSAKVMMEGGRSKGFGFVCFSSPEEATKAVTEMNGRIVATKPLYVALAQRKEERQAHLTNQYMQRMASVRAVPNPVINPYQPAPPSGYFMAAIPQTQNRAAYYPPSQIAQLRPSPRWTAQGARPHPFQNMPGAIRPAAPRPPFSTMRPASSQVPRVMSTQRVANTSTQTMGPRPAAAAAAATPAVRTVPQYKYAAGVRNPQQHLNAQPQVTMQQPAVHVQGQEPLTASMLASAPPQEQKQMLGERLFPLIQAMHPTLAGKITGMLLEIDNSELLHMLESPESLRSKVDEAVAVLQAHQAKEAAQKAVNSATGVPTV
Rin1 Abl inh: human Rin1-Abl interaction inhibition; P00519+Q13671; TR-FRET Rin1/Abl binding, biochemical; inhibition, % at 7.35 µM; 360,000 tested, 0.4% active; in the data active = inhibition above about 5%, passing the limit was not always enough
CSN inh: blocks human CSN-mediated cullin deneddylation. Q92905. Purified CSN, SCF-Nedd8-OG deneddylation, fluorescence polarization. inhibition, % at 12.5 µM. 360,000 tested, 0.38% active;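 active = pattern-corrected inhibition above about 35%, with an unprinted fluorescence ratio check between 0.5 and 1.5, limit read from the data, passing the limit was not always enough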;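 note: 0% = enzyme with substrate and 100% = substrate without enzyme; some results filed as inactive read as strong as hits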
Target sequence (Q92905 whole entry, looked up, one chain of several): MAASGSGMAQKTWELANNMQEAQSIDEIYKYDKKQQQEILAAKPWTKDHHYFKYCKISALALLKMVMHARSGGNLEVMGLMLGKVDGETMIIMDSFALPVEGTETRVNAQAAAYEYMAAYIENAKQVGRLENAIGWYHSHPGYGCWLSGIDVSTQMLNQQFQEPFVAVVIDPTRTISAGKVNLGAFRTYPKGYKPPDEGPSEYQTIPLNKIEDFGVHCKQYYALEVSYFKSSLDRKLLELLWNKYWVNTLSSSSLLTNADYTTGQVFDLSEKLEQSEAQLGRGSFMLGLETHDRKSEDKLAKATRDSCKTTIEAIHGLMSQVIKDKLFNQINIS
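Material: purified human Csn5 enzyme expressed in HEK293T cells / Medium: Tris buffer pH 7.5, NaCl, DTT, Tween-20, trehalose, ovalbumin / Compound dosing: 12.5 µM single point / Schedule: 90 min incubation of compound, enzyme and substrate at room temperature / Signal: fluorescence polarization of the substrate / Control set: no-enzyme wells high, enzyme-with-substrate wells low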
TbMetRS inhib: blocks T. brucei methionyl-tRNA synthetase activity; 360,000 tested, 0.4% active; purified T. brucei MetRS, ATP depletion, Kinase-Glo luminescence; AID 624268; inhibition, % at 11.9 µM;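 active = inhibition above a per-plate cutoff of the control wells' mean inhibition plus 3 SD, cut at about 5.5% in these data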;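 note: 0% = DMSO wells median and 100% = median of wells with control inhibitor compound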
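assay system = parasite MetRS enzyme | timing = 15 min preincubation, 2 h reaction, all 25 °C | evaluation = percent inhibition relative to median high and low control wells | medium = HEPES buffer containing pyrophosphatase, BSA, spermine, DTT | compound = single dose, 11.9 µM final nominal, 0.9% final DMSO | detection = Kinase-Glo luminescence, ATP depletion format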
FAS-TE inh: FAS thioesterase (human) inhibition. inhibition, % at 15 µM. recombinant FAS-TE, OMFH fluorogenic substrate, fluorescence endpoint. P49327. 360,000 tested, 0.67% active;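 active = compounds whose normalised, plate-corrected inhibition of enzyme fluorescence in the single-dose primary screen is 50% or more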;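 note: 0% = DMSO with enzyme and 100% = substrate without enzyme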
eLon inh: E. coli protease La inhibition. P0A9M0. purified E. coli Lon protease, fluorescence polarization. inhibition, % at 7.94 µM. 360,000 tested, 0.42% active. AID 602123; in the data active = inhibition above about 13%, passing the limit was not always enough;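 note: 0% = enzyme with probe and DMSO and 100% = no enzyme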
MsrA inh: inhibitors of bovine MsrA; inhibition, % at 15.5 µM; 360,000 tested, 0.75% active; AID 651718; purified bovine MsrA, absorbance read-out; in the data active = inhibition above about 4.5%;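 note: 0% = vehicle wells with enzyme and 100% = reference inhibitor wells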
Neddyl block: inhibitors of human cullin neddylation; P61081+Q13564; 360,000 tested, 0.58% active; calls only at 25 µM; TR-FRET cullin neddylation, biochemical; in the data active = inhibition above about 36%
bovine MsrA act: bovine methionine sulfoxide reductase A activation; purified bovine MsrA, absorbance read-out; 360,000 tested, 0.3% active; activation, % at 10.6 µM; in the data active = activation above about 7.5%;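 note: 0% = vehicle and 100% = reference activator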
Active calls of the source: *; i = inactive; · = no result given; + = active, no number. Outcome played no part in choosing rows; 4% or so of the library scored in one or more.

Every second line gives: PABP1 MLLE inh	Rin1 Abl inh	CSN inh	TbMetRS inhib	FAS-TE inh	eLon inh	MsrA inh	Neddyl block	bovine MsrA act
> Cn1cc(C(=O)c2cccc(Cl)c2)cc1/C=N\O
    -1	3	-7	0.4	-1	-8	1.0	i	-4
> O=C1Nc2ccc3c(c2C1=Cc1cc2c(cc1Br)OCO2)OCO3
    6	2	3	-0.3	0	-5	1.2	i	1
> N#Cc1ccc(/C=N/NC(=S)Nc2ccc(S(=O)(=O)N3CCOCC3)cc2)cc1
    27	-2	-3	0.1	23	-4	0.1	i	-1
> Cc1cc(C)c2cc3c(N)c(C(=O)N4CCc5ccccc5C4)sc3nc2c1
    15	2	5	0.3	2	-20	-0.5	i	-3
> O=C(O)c1cccc(CN2C(=O)CSC2=O)c1
    7	1	-2	-0.2	-10	5	-0.3	i	-6
> CCOC(=O)n1c(=O)n(Cc2ccccc2Cl)c2ccccc21
    -5	3	-1	-0.9	4	-1	-0.1	i	-5
> O=C(COC(=O)/C=C/c1ccc(Cl)cc1)NC1CCS(=O)(=O)C1 (configuration not stated)
    7	0	7	0.2	-4	1	0.0	i	-2
> CCCCc1ccc(NC(=O)N[C@@H](C)C(=O)O)cc1
    13	1	-1	-0.1	-1	-6	-0.4	i	-2
> COc1cccc(N/C(SCc2ccccc2F)=C(/C#N)C(=O)NCc2cccs2)c1
    -28	0	0	-0.3	30	-4	0.7	i	-4
> C=CCn1c(SCC(=O)Nc2ccc3c(c2)OCCO3)nnc1-c1ccccn1
    -11	-5	-2	-0.3	-6	3	0.1	i	0
> CCOC(=O)CSc1nnc(CNc2ccc(F)cc2)o1
    8	4	-1	-0.3	-6	3	1.2	i	-3
> c1coc(CNc2nc(N3CCCCC3)nc3ccccc23)c1
    -3	-1	4	-0.6	0	-1	-0.5	+	-4
> O=S(=O)(Nc1nc2c(s1)CCCC2)c1ccc(Br)cc1
    4	-2	-4	-0.9	3	-2	0.1	i	-3
> CCN1CCN(C(c2cccc(OC)c2)c2sc3nc(C)nn3c2O)CC1 (configuration not stated)
    8	-2	-2	-0.7	-10	-1	0.0	i	-7
> CCC1(c2ccccc2)NC(=O)N(CC(=O)NCc2ccc(F)cc2)C1=O (configuration not stated)
    -6	2	2	-0.1	-7	4	-1.4	i	-3
> COc1ccccc1-c1nc2cc3ccccc3cc2nc1-c1ccccc1
    1	0	0	-0.4	12	-6	-1.1	i	-3
> Nc1c(C(=O)O)cnc2c(-c3ccc(Cl)cc3)cnn12
    1	0	-4	-0.9	-3	10	-0.3	·	-2
> CC(C)c1nc2c(s1)CCc1onc(-c3cccc([N+](=O)[O-])c3)c1-2
    2	0	-3	0.0	18	2	0.7	i	-3
> COc1ccccc1-n1nnnc1SCC(=O)Nc1ccc(C)c(N)c1
    -2	2	-2	-0.3	0	-7	0.1	i	2
> CCOC(=O)N1CCN(C(=O)CNC(=O)c2ccc(Br)o2)CC1
    -1	-2	0	0.0	-3	0	0.9	i	-1
> CC(C)Sc1nc2c(c(=O)[nH]c(=O)n2C)n1CC(O)COc1ccccc1 (configuration not stated)
    37	2	-10	0.4	5	5	0.6	i	0
> N#Cc1c(C(F)(F)F)cc(-c2ccccc2)nc1SCc1nc(N)nc(N2CCOCC2)n1
    -15	4	60*	-1.6	-19	-152	0.0	i	-12
> O=C(Nc1cccc2ccccc12)N1CC=CCC1
    -8	-2	6	-0.2	-2	3	0.3	i	2
> Cc1nc(CS(=O)(=O)c2ccc(Cl)cc2)cc(Sc2ccc(Cl)cc2)n1
    3	-2	1	-0.6	14	5	1.5	i	-3
> CCOc1ccccc1NC(=O)NC(=O)N(C)S(=O)(=O)c1ccc(C)cc1
    -9	2	4	-0.5	-6	-2	0.1	i	-4
> O=C(Nc1nncs1)C1CC(=O)N(CCc2ccc(F)cc2)C1 (configuration not stated)
    -14	2	2	-0.4	0	1	-0.3	i	-3
> CNc1oc(-c2ccco2)nc1C#N
    9	-1	-6	-0.6	-8	3	0.8	·	-2
> CC(=O)N1CCOc2ccc(S(=O)(=O)N3CCC(C(=O)Nc4cc(C)ccc4C)CC3)cc21
    8	2	1	0.1	-3	-5	0.9	i	3
> COc1ccc(-n2c(Cn3c(=O)sc4ccccc43)nnc2SCC(N)=O)cc1
    -11	-3	-4	-0.3	-9	-1	0.3	i	-3
> O=C(c1cc(-c2cccs2)on1)N1CCN(C(c2ccccc2)c2ccccc2)CC1
    0	4	-7	-0.3	24	-3	-0.9	i	-2
> NC(=O)CN1CCN(Cc2ccc3c(c2)OCO3)CC1
    4	-2	2	-1.0	-3	0	0.0	i	-6
> COC(=O)c1ccccc1NC(=O)COc1ccccc1[N+](=O)[O-]
    -1	4	-12	-0.9	10	3	2.2	i	-8
> O=C(O)c1cccc(-n2c(/C=C/c3ccccc3)nc3ccccc3c2=O)c1
    5	-4	2	-0.3	-2	-5	4.2	i	-3
> O=C1OC(c2ccccc2)(c2cc(Br)c(O)c(Br)c2)c2ccccc21 (configuration not stated)
    10	-1	5	-0.3	8	-8	-1.1	i	-3
> COc1ccc(S(=O)(=O)N2CCN(CC(=O)N3CCOCC3)CC2)cc1OC
    -61	0	-3	-0.2	-7	-11	0.4	i	-2
> CN1CCC(N(C)CC(O)c2ccccc2)CC1 (configuration not stated)
    8	0	-1	-1.2	-4	-2	0.0	i	-8
> COc1ccc(C(CNC(=O)C(CCSC)NC(=O)c2ccccc2Cl)N2CCCC2)cc1 (configuration not stated)
    -11	3	1	0.7	-9	-9	0.2	i	-2
> COc1ccccc1CCc1nnc(CCC(=O)NC(C)Cc2cccc(C)n2)o1 (configuration not stated)
    11	0	2	-0.4	-4	4	0.2	i	-1
> Cc1cc(C)nc(SCC(=O)Nc2ccnc3ccccc23)n1
    -1	2	4	0.0	-6	1	-1.6	i	-2
> CCc1nnc(NC(=O)c2cc(S(=O)(=O)N(C)c3ccc(OC)cc3)ccc2Cl)s1
    9	1	5	-0.4	0	4	-1.2	i	-4
> O=C(NCc1ccccc1)c1c(O)c2ccccc2[nH]c1=O
    -5	-1	4	1.7	-2	0	-0.5	i	-2
> CN(Cc1ccccc1)CC1CCCN(CCc2ccccc2F)C1 (configuration not stated)
    1	0	-4	0.4	-3	5	0.6	i	1
> O=C(N/C(=C/c1cccs1)c1nc2ccccc2[nH]1)c1ccccc1
    -6	-3	5	0.6	-4	-2	5.1*	i	-4
> CC(=O)N1CCc2cc(S(=O)(=O)NC(Cc3ccccc3)C(=O)Nc3cc(C)ccn3)ccc21 (configuration not stated)
    -6	2	-1	-0.4	-1	-5	0.2	i	3
> COc1ccc(/C=N/NC(=O)C2(C)NC(C)(C)Cc3ccccc32)cc1 (configuration not stated)
    0	-4	-7	-0.5	0	7	0.5	i	-4
> COc1ccc(/C=N/NC(=O)CCC(=O)Nc2ccccc2)cc1OC
    15	-1	-4	-0.4	-6	-1	2.1	i	-4
> CCC(=O)NCCc1cc2ccc(C)c(C)c2[nH]c1=O
    -8	3	0	0.5	-4	4	1.5	i	-2
> O=C(Nc1c2c(nn1-c1cccc(Cl)c1)CS(=O)(=O)C2)c1ccco1
    -10	1	3	-0.6	-2	1	0.3	i	-13
> CC(C)Oc1ccc(N2CC(C(=O)Nc3ccccc3F)CC2=O)cc1 (configuration not stated)
    3	3	-2	-1.6	-6	-9	0.7	i	-9
> O=C(O)c1ccccc1C(=O)c1cccc2ccccc12
    2	3	3	-0.2	-5	4	-0.1	i	-3
> COc1cc(N)c2ncccc2c1Cl
    -8	1	8	0.0	-6	-7	0.8	i	-2
> O=C1c2ccccc2C(=O)N1CN(C(=O)c1ccccc1[N+](=O)[O-])c1ccc(F)cc1
    0	-3	6	-0.7	11	-1	-0.1	i	-3
> CCn1c(SCC(=O)NCc2ccccc2)nc2nc3c(cc2c1=O)CCCC3
    0	2	1	-0.7	-3	2	1.4	i	-3
> Cc1ccccc1C(=O)Nc1ccnn1C1CCN(CCCc2ccccc2)CC1
    2	-4	-1	-0.3	0	7	-0.4	i	-1
> Cc1ccc(CC(=O)Nc2cccnc2)cc1
    5	-3	0	-0.9	-6	-3	0.2	i	-2
> CCCCOC(=O)C(C)Sc1n[nH]c(=O)[nH]c1=O (configuration not stated)
    11	0	2	-0.1	-11	-1	-0.3	i	0
> NC(Cc1ccc(C(F)(F)F)cc1)c1csc(Nc2cnccn2)n1 (configuration not stated)
    -26	-2	2	0.1	6	-10	1.4	i	2
> N/C(CS(=O)(=O)c1ccccn1)=N\OC(=O)c1ccc(Cl)cc1
    -1	0	-4	-0.3	-3	-2	-1.8	i	-4
> COC(=O)C(C)(C)ONC(=O)Nc1ccccc1
    -10	-2	4	0.0	-11	4	0.0	i	-2
> O=C(COc1cc(F)ccc1[N+](=O)[O-])Nc1cccc(S(=O)(=O)NC2=NCCC2)c1
    -20	3	-8	-0.2	-6	1	-0.3	i	-4

Whole records, looked up by structure. Order of screens: PABP1 MLLE inh | Rin1 Abl inh | CSN inh | TbMetRS inhib | FAS-TE inh | eLon inh | MsrA inh | Neddyl block | bovine MsrA act
COC(=O)C(C)(C)ONC(=O)Nc1ccccc1 across the screens: -10 | -2 | 4 | 0.0 | -11 | 4 | 0.0 | i | -2
CC(=O)N1CCc2cc(S(=O)(=O)NC(Cc3ccccc3)C(=O)Nc3cc(C)ccn3)ccc21 (configuration not stated) across the screens: -6 | 2 | -1 | -0.4 | -1 | -5 | 0.2 | i | 3
O=C(Nc1c2c(nn1-c1cccc(Cl)c1)CS(=O)(=O)C2)c1ccco1 across the screens: -10 | 1 | 3 | -0.6 | -2 | 1 | 0.3 | i | -13

(further entries)
Every second line gives: PABP1 MLLE inh	Rin1 Abl inh	CSN inh	TbMetRS inhib	FAS-TE inh	eLon inh	MsrA inh	Neddyl block	bovine MsrA act
> COc1cccc(/C=N/NC(=O)CN2CC(c3ccccc3)CC2=O)c1O (configuration not stated)
    -19	-2	-14	-1.2	-4	12	-1.0	i	-10
> COC(=O)c1cc2ccsc2n1Cc1nc(-c2ccc(OC)cc2)oc1C
    -25	-4	-1	0.0	35	1	0.2	i	-3
> NC(=O)Nc1ccc(C(=O)OCC(=O)NC2CCCc3ccccc32)cc1 (configuration not stated)
    -34	-3	-5	0.0	-1	-4	1.1	i	-1
> NC(=S)c1ccc[n+]([O-])c1
    29	1	6	-0.3	-6	-8	0.1	i	1
> Cc1ccccc1COc1ccc(/C=N/NC(=O)c2nnn(-c3nonc3N)c2CN2CCC(C)CC2)cc1
    4	-2	3	0.2	16	2	2.0	i	-3
> CNc1ccc(Br)cc(C(=O)/C=C/c2ccc(OC)cc2)c1=O
    -23	7	24	0.6	-5	-11	2.1	i	-8
> COc1ccc(CCN(C(=O)/C=C/C(=O)O)C2CC(=O)N(c3ccccc3)C2=O)cc1 (configuration not stated)
    5	5	-17	-1.1	-4	8	-0.5	i	-10
> CCc1ccccc1NC(=O)C1c2ccccc2Oc2ccccc21
    10	2	-2	-1.6	-3	2	1.1	i	-7
> COc1ccc(/C=N/Nc2ncc(Br)cn2)c(OC)c1
    0	-1	62*	0.3	-1	-4	1.2	i	-2
> COCCCNC(=S)NNC(=O)c1cc(C2CC2)nc2ccccc12
    -12	-2	-4	-0.2	-7	33	-0.2	i	-7
> CS(=O)Cc1cc(Sc2ccccc2)nc(-c2ccncc2)n1 (configuration not stated)
    -9	2	-3	-0.7	-10	-5	-0.4	i	-6
> O=C(O)C1C2CCC(O2)C1C(=O)Nc1ccc(OC(F)F)cc1 (configuration not stated)
    -9	0	6	0.3	-4	1	-0.9	i	-1

Compound activity (PubChem)
